GluA2 TARP mod – GluA2-stargazin AMPA receptor complex modulation; AID 1259245; O88602+P19491; HEK293 GluA2+stargazin, membrane potential dye (FDSS), glutamate EC50; hits were called plate by plate, in both directions; calls only at 30 µM; 40,000 tested, 3.5% active;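 active = any of four per-well response measures lying three or more SD from its plate-wide compound average, in either direction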
Target sequence (O88602 whole entry, looked up): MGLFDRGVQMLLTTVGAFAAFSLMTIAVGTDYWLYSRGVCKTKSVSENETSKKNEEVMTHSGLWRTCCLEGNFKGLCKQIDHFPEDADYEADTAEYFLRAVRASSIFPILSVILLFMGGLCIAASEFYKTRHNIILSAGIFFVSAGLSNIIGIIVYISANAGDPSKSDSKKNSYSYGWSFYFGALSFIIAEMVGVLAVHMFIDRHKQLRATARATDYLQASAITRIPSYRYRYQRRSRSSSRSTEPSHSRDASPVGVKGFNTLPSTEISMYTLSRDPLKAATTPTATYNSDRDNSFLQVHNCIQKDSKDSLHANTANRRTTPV
Target sequence (P19491 whole entry, looked up): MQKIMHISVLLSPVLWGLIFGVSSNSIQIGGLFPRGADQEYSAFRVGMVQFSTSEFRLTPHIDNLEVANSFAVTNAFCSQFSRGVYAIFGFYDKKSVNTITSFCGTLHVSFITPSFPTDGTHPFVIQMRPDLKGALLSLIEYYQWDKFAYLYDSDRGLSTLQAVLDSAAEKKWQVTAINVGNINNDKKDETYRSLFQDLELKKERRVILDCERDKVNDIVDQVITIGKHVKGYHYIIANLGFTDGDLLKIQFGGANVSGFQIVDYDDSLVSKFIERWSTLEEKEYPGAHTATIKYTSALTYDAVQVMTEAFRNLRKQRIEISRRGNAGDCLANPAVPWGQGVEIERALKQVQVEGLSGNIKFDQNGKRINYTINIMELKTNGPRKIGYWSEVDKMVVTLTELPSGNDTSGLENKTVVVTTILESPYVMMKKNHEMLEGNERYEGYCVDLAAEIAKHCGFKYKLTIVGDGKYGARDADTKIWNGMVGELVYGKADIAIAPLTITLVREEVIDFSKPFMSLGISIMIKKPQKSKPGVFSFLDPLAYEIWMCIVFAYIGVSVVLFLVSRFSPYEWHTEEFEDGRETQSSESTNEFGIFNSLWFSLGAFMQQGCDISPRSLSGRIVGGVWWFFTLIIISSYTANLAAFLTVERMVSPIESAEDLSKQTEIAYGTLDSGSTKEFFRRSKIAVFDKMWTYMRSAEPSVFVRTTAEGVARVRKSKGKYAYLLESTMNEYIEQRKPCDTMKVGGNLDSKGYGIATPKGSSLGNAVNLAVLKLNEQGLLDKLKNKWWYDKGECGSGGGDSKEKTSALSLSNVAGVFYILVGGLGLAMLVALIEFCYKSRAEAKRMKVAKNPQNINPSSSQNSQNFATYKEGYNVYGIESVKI
GluA2 TARP mod agonism max-min – recorded beside GluA2 TARP mod, whose call it bears; compound max-min signal; compound-alone response (agonism);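 unitless range of fluorescence divided by baseline over first 100 seconds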
GluA2 TARP mod glutamate slope – second read-out of GluA2 TARP mod, no call of its own (marks repeat the call); glutamate slope, % of max; measured here: glutamate response slope, % max;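 scaled per plate between vehicle wells and maximal 1 mM glutamate control wells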
Active calls of the source: *; i = inactive; + = active, no number; & = joins results of further samples. Only part of the results is shown; count on the stated rates, not on these rows.

Results follow in this order: GluA2 TARP mod, GluA2 TARP mod agonism max-min, GluA2 TARP mod glutamate slope
> Cn1c(SCc2nc(-c3ccccc3Br)no2)nc2cc3c(cc2c1=O)OCO3
  i, 0.058, 51
> Cc1ccc(NC(=O)c2ccccc2C(F)(F)F)cc1N1CCCCC1=O
  i, 0.078, 52
> CCCCN(C)C(=O)c1cc2c(=O)n3cccc(C)c3nc2n1Cc1ccccc1
  i, 0.081, 73
> CCCN(CCC)S(=O)(=O)c1ccc(C(=O)Nc2ccc3scnc3c2)cc1
  i, 0.047, 60
> CCOc1ccc2ccccc2c1C(=O)Nc1cccc(N2CCCC2=O)c1
  i, 0.036, 64
> COc1ccc(S(=O)(=O)Nc2nc(CCC(=O)NCCC3=CCCCC3)cs2)cc1
  i, 0.099, 60
> CCc1ccc(NC2CC(=O)N(c3cccc(C(F)(F)F)c3)C2=O)cc1 (centres undefined)
  i, 0.089, 45
> COc1cc(NC(=O)c2cccs2)ccc1N1CCCC1=O
  i, 0.094, 40
> CN(C)c1ccc(C(=O)Nc2nnc(-c3ccc(Br)s3)o2)cc1
  i, 0.09, 32
> CSc1ccccc1NC(=O)CS(=O)(=O)Cc1ccccc1
  i, 0.09, 47
> Cc1ccc(S(=O)(=O)N2CCN(CC(O)COc3ccc4ccccc4c3)CC2)cc1 (centres undefined)
  i, 0.11, 73
> COCCNc1oc(-c2ccc(OC)cc2)nc1S(=O)(=O)c1ccccc1
  i, 0.13, 59
> C=CCn1c(=O)c2c(nc3n(-c4ccc(OCC)cc4)c(C)cn23)n(C)c1=O
  i, 0.064, 28
> Cc1nn2c(N3CCOCC3)c3c(nc2c1-c1ccccc1)CCCC3
  i, 0.099, 56
> Cn1c(=O)[nH]c(=O)c2c1nc(N1CCCC1)n2CC(=O)c1ccccc1
  i, 0.11, 69
> COc1ccc2ncc3c(-c4ccccc4)c(C(=O)NCCCN4CCCC4=O)sc3c2c1
  i, 0.12, 48
> CCN(C1CCCCC1)S(=O)(=O)c1ccc(C(=O)Nc2nnc(-c3ccco3)o2)cc1
  i, 0.13, 53
> CCn1c(=O)c2c(nc(N3CCCC3)n2C)n(C)c1=O
  i, 0.14, 53
> CSc1cccc(NC(=O)CSC2=NS(=O)(=O)c3ccccc3N2)c1
  i, 0.039, 46
> COC(=O)C1=C(CS(=O)(=O)c2ccc(OC)c(OC)c2)NC(=O)NC1c1cccc(Cl)c1 (centres undefined)
  i, 0.085, 48
> COc1ccc(S(=O)(=O)CCCC(=O)Nc2cc([N+](=O)[O-])ccc2OC)cc1
  i, 0.14, 64
> COc1ccc(-c2ccc(=O)n(CCNS(=O)(=O)c3ccc(OC)c(OC)c3)n2)cc1
  i, 0.053, 0
> COc1ccc(C2c3cccn3CCN2S(=O)(=O)c2ccc(F)cc2)cc1 (centres undefined)
  i, 0.039, 44
> Cc1cc(-c2nnc(NC(=O)COc3ccc(Cl)cc3)o2)nn1C
  i, 0.088, 38
> Cc1ccsc1C(O)CNC(=O)C(=O)Nc1ccc(C(C)C)cc1 (centres undefined)
  i, 0.12, 59
> Cc1ccc(NC(=O)C(=O)NC(C)c2ccccc2)cc1N1CCCC1=O (centres undefined)
  i, 0.051, 50
> CCOc1cc(O)cc2oc(-c3ccccc3)cc(=O)c12
  i, 0.08, 26
> COc1ccc(CC(=O)Nc2cc(C)nn2-c2nc(-c3cccs3)cs2)cc1
  i, 0.054, 26
> Cc1ccc(-n2ncc3c(=O)n(NC(=O)c4ccc(Br)o4)cnc32)cc1C
  i, 0.073, 53
> COc1ccc(/C=C2\Oc3cc(OCC(=O)OC(C)C)ccc3C2=O)cc1
  i, 0.1, 53

Two entries picked at random from those above, as already listed:
Results follow in this order: GluA2 TARP mod, GluA2 TARP mod agonism max-min, GluA2 TARP mod glutamate slope
> COc1ccc(/C=C2\Oc3cc(OCC(=O)OC(C)C)ccc3C2=O)cc1
  i, 0.1, 53
> Cc1ccc(NC(=O)C(=O)NC(C)c2ccccc2)cc1N1CCCC1=O (centres undefined)
  i, 0.051, 50

Whole records, quoted from the list.
Listed for CCOc1ccc2ccccc2c1C(=O)Nc1cccc(N2CCCC2=O)c1 → GluA2 TARP mod = i; GluA2 TARP mod agonism max-min = 0.036; GluA2 TARP mod glutamate slope = 64
Listed for CN(C)c1ccc(C(=O)Nc2nnc(-c3ccc(Br)s3)o2)cc1 → GluA2 TARP mod = i; GluA2 TARP mod agonism max-min = 0.09; GluA2 TARP mod glutamate slope = 32

Additional compounds
Results follow in this order: GluA2 TARP mod, GluA2 TARP mod agonism max-min, GluA2 TARP mod glutamate slope
> COCC(C)NC(=O)c1cc(-c2ccc(OC)cc2)nc2c1c(C)nn2C1CCS(=O)(=O)C1 (centres undefined)
  i, 0.1, 63
> O=C(NCCOc1ccc2nnc(-c3ccccc3)n2n1)c1cccs1
  i, 0.062, 58
> COCC(C)NC(=O)c1ccc2nc(-c3ccccc3)c(-c3ccccc3)nc2c1 (centres undefined)
  i, 0.061, 62
> COC(=O)NCCc1nc2ccccc2[nH]1
  i, 0.076, 61
> O=C(Nc1ccc(N2CCCS2(=O)=O)cc1)Nc1ccc(Cl)c(Cl)c1
  +, 0.11*, 37*
> CCCCn1c(=O)c2c(nc3n2CC(C)CN3c2ccc(OC)cc2)n(C)c1=O (centres undefined)
  i, 0.14, 84
> O=C(Nc1cccc(Cl)c1)Nc1cccc(N2CCCC2=O)c1
  i, 0.18, 47
> O=C(c1ccc(N2C(=O)C3CCCCC3C2=O)cc1)N1CCN(c2ccccc2F)CC1 (centres undefined)
  i, 0.088&0.072, 56&105
> CSc1ccccc1NC(=O)Cn1c(-c2cnccn2)nc2ccccc21
  +, 0.093*, 53*
> COc1cc(NS(=O)(=O)c2ccc(NC(=O)C(C)Oc3ccc(C)cc3)cc2)nc(OC)n1 (centres undefined)
  i, 0.067, 40
> COc1ccc(Cl)cc1C(=O)N(C)c1ccc(Oc2ccc(C)nn2)cc1
  i, 0.083, 59
> COc1ccccc1-n1c(C)cn2c3c(=O)n(CCc4ccccc4)c(=O)n(C)c3nc12
  i, 0.11, 74
> COCCn1c(-c2ccc(F)cc2)nc2c(c(=O)c3ccccc3n2C)c1=O
  i, 0.11, 32
> CC(=O)Cn1c(=O)c2c(nc3n2CCCN3c2ccc(Cl)cc2)n(C)c1=O
  i, 0.086, 32
> O=C(CSc1nc(-c2ccco2)cc(C(F)(F)F)n1)N1CCSCC1
  i, 0.038, 47
> Cc1ccc(-n2ncc3c(=O)n(CC(=O)N4CCCCC4)cnc32)cc1C
  i, 0.11, 61
> Cc1cc(N2CCCCC2)nc(NCCNS(=O)(=O)c2ccccc2C(F)(F)F)n1
  i, 0.083, 55
> COc1cccc(NC(=O)c2ccc(-c3ccccc3Cl)o2)c1
  i, 0.12, 63
> COC(=O)c1ccc(COC(=O)c2ccc(F)cc2)cc1
  i, 0.054, 32
> CS(=O)(=O)N1CCCc2ccc(NC(=O)C3c4ccccc4Oc4ccccc43)cc21
  i, 0.09, 51
> O=C(Cc1cc(-c2ccc3c(c2)OCCO3)on1)NCc1ccccc1
  +, 0.05*, 74*
> NC(=O)c1ccccc1NC(=O)C1CCN(c2ccc(-c3ccc(F)cc3)nn2)CC1
  i, 0.14, 90
> Cn1c(=O)[nH]c(=O)c2c1nc(N1CCN(CC(N)=O)CC1)n2Cc1cccc(Cl)c1
  i, 0.091, 24
> CCN1CCc2c(sc(NC(=O)CSc3ccc(OC)cc3)c2-c2nc3ccccc3s2)C1
  i, 0.074, 27
> Cc1cccc(C)c1OCC(=O)Nc1ccc(N(C)C)cc1
  i, 0.088, 48
> O=C(C1CCCCC1)N1CCC2(CC1)NC(=O)N(CCc1ccccc1)C2=O
  i, 0.06, 38
> COc1ccc(Cl)cc1C(=O)Nc1ccc(N2CCCCS2(=O)=O)cc1
  i, 0.095, 65
> COc1ccc(S(=O)(=O)Nc2ccc(N3CCCCS3(=O)=O)cc2)cc1F
  i, 0.07, 45
> O=C(NCc1ccc(OCc2ccccc2)cc1)C1CN(C(=O)c2cnccn2)C1
  i, 0.062, 55
> CCOc1ccc(-c2noc(C3CC(=O)N(c4cc(Cl)ccc4OC)C3)n2)cc1 (centres undefined)
  i, 0.13, 59

The list continues:
Results follow in this order: GluA2 TARP mod, GluA2 TARP mod agonism max-min, GluA2 TARP mod glutamate slope
> COc1ccc(C)c2sc(N(Cc3cccnc3)C(=O)c3cc(C)n(C(C)C)n3)nc12
  i, 0.084, 68
> CC(Sc1nnnn1-c1ccc(C(C)C)cc1)C(=O)Nc1ccc(S(N)(=O)=O)cc1 (centres undefined)
  i, 0.092, 53
> O=S(=O)(CCc1ccccc1)N1CCN(c2ccc3nnc(-c4ccco4)n3n2)CC1
  i, 0.11, 47
> COC(=O)C12CC3CC(CC(NC(=O)c4ccc(=O)oc4)(C3)C1)C2
  i, 0.15, 81
> O=C(CCCc1ccccc1)NCCn1ncc2c(N3CCN(c4ncccn4)CC3)ncnc21
  i, 0.067, 59
> N#Cc1ccc(C(=O)NC2CCCC(O)C2)cc1 (centres undefined)
  i, 0.12, 87
> Cc1ccc(S(=O)(=O)NCCCC(=O)NCc2cccnc2)cc1
  i, 0.11, 66
> O=C(Nc1cccnc1)C1CCN(c2ccc(-c3ccc(Cl)cc3)nn2)CC1
  +, 0.13*, 22*
> Cc1nnsc1C(=O)NCCn1ncc2c(N3CCN(Cc4ccccc4)CC3)ncnc21
  i, 0.11, 75
> CCC(=O)Nc1ccc(SCC(=O)N2CCCc3ccccc32)nn1
  i, 0.065, 40
> CC(C(=O)Nc1ccccc1C(N)=O)N1C(=O)c2ccccc2S1(=O)=O (centres undefined)
  i, 0.13, 67
> CSc1ccccc1CN1CCC(CNC(=O)c2cccn(C)c2=O)CC1
  i, 0.1, 32
> CCN(C(=O)c1ccc(=O)n(Cc2ccc(F)cc2)n1)C1CCCCC1
  i, 0.062, 62
> COc1ccc(NC(=O)OCc2ccccc2)cc1N1CCCCC1=O
  i, 0.054, 51
> CS(=O)(=O)N1CCCc2cc(NC(=O)c3cccc(Br)c3)ccc21
  i, 0.076, 44
> O=C(NCCS(=O)(=O)N1CCN(Cc2ccccc2)CC1)C1CCCC1
  i, 0.059, 44
> O=C(Cc1csc(Nc2ccc(OC(F)(F)F)cc2)n1)N1CCCC1
  i, 0.1, 62
> O=S(=O)(NCCN1CCC(c2cccs2)CC1)c1ccc(OC(F)(F)F)cc1
  i, 0.069, 63
> Cc1ccc(NC(=O)c2ccc3nnc(SCC(=O)Nc4cccc(F)c4)n3c2)cc1
  i, 0.12, 59
> Cc1cccc(CC(=O)NCCS(=O)(=O)N2CCN(Cc3ccccc3)CC2)c1
  i, 0.054, 45
> O=C(Nc1cccc(Br)c1)c1ccc(=O)n(Cc2ccc(C(F)(F)F)cc2)c1
  i, 0.11, 43
> Nc1c(S(=O)(=O)c2ccc(F)cc2)c2nc3ccccc3nc2n1Cc1cccs1
  i, 0.15, 60
> CN(C)C(CNC(=O)C(=O)Nc1ccc2c(c1)OCCO2)c1cccs1 (centres undefined)
  i, 0.09, 84
> CCOC(=O)N1CCC(NC(=O)c2n[nH]c3ccccc23)CC1
  i, 0.062, 45
> COc1ccc(S(=O)(=O)NCC2CCN(C3CCCC3)CC2)c(C)c1
  i, 0.075, 65
> O=C(Cc1ccccc1[N+](=O)[O-])NC1C=CS(=O)(=O)C1 (centres undefined)
  i, 0.095, 60
> COc1ccc(OC)c(-n2c(C)c(C)n3c4c(=O)n(CC(N)=O)c(=O)n(C)c4nc23)c1
  i, 0.064, 64
> O=C(Nc1nc(-c2ccncc2)cs1)C1CCN(S(=O)(=O)c2cccs2)CC1
  +, 0.11*, 149*
> CC(C)c1ccc(CC(=O)Nc2c3c(nn2C)CCC3)cc1
  i, 0.1, 64
> CCc1ccc(-n2c(C)c(C)n3c4c(=O)n(CC(=O)OC)c(=O)n(C)c4nc23)cc1
  i, 0.07, 26

Just GluA2 TARP mod agonism max-min and GluA2 TARP mod glutamate slope (five entries from above):
Compound,GluA2 TARP mod agonism max-min,GluA2 TARP mod glutamate slope
Cc1cccc(CC(=O)NCCS(=O)(=O)N2CCN(Cc3ccccc3)CC2)c1,0.054,45
O=C(Nc1cccc(Br)c1)c1ccc(=O)n(Cc2ccc(C(F)(F)F)cc2)c1,0.11,43
Nc1c(S(=O)(=O)c2ccc(F)cc2)c2nc3ccccc3nc2n1Cc1cccs1,0.15,60
CN(C)C(CNC(=O)C(=O)Nc1ccc2c(c1)OCCO2)c1cccs1 (centres undefined),0.09,84
CCOC(=O)N1CCC(NC(=O)c2n[nH]c3ccccc23)CC1,0.062,45

The listing continues.
Results follow in this order: GluA2 TARP mod, GluA2 TARP mod agonism max-min, GluA2 TARP mod glutamate slope
> O=C(c1ccccc1F)N1CCN(c2ccc(-c3ccccn3)nn2)CC1
  i, 0.13, 34
> COc1ccc(S(=O)(=O)Nc2ccc3c(c2)N(C(=O)C2CCCC2)CC3)c(C)c1
  i, 0.049, 85
> Cc1nn(C2CCS(=O)(=O)C2)c2nc(-c3cccs3)cc(C(=O)Nc3cc(F)ccc3F)c12 (centres undefined)
  i, 0.083, 53
> COc1cc(/C=C/c2ccc3cccc(O)c3n2)cc(Br)c1O
  +, 0.12*, 5.2*
> CCCN(CCC)C(=O)Cn1c(C2CC(=O)N(c3ccc(OC)cc3)C2)nc2ccccc21 (centres undefined)
  i, 0.069, 64
> CCC(=O)NCCCS(=O)(=O)N1CCN(c2ccc(F)cc2)CC1
  i, 0.1, 61
> Cc1nc2sccn2c(=O)c1NC(=O)Nc1cccc(F)c1
  i, 0.1, 67
> O=C(Nc1ccc(Cl)c(N2CCCS2(=O)=O)c1)C(=O)NC1CCCC1
  i, 0.097, 88
> Cc1ccc(Cc2nnc(NC(=O)C3CC3)o2)cc1C
  i, 0.04, 62
> COc1ccc(C)cc1NC(=O)C(=O)NCC(c1ccsc1)N1CCCC1 (centres undefined)
  i, 0.056, 59
> O=C(CN1C(=O)c2ccccc2S1(=O)=O)N1CCC(Cc2ccccc2)CC1
  i, 0.077, 44

Screens as filed in PubChem.
